Screening results deposited in PubChem BioAssay by several laboratories.
AHR activator = activates the human aryl hydrocarbon receptor; AHR-responsive luciferase reporter cells, luminescence; activation, % at 5 µM; AID 2796; P35869; actives 2.5% (n = 320,000); in the data active = activation above about 47%;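 note: 0% = vehicle wells and 100% = reference agonist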
Target sequence (P35869 whole entry, looked up): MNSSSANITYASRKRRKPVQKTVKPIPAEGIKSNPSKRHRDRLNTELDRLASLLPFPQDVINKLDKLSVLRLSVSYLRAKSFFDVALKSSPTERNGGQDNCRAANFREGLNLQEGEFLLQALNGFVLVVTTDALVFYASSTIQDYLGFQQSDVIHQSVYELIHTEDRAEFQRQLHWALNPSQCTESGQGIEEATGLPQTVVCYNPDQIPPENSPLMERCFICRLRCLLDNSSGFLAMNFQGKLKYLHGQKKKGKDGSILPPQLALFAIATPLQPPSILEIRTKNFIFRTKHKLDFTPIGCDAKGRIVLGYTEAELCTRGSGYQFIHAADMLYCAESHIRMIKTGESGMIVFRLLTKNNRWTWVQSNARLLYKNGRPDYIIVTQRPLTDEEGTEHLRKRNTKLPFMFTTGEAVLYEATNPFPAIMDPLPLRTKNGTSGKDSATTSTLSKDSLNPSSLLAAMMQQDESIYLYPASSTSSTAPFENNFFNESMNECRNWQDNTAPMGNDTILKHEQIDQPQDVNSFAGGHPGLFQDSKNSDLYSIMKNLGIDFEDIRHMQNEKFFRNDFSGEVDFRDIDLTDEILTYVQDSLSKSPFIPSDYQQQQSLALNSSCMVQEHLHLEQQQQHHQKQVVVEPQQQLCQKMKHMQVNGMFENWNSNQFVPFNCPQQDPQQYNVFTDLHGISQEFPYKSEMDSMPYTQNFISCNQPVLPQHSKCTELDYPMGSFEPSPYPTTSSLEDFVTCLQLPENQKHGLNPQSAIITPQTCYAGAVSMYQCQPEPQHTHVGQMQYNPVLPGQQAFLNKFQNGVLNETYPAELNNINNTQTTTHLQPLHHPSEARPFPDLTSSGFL
RPL19A TOR yeast = alters RPL19A-GFP fluorescence in TOR pathway yeast screen; S. cerevisiae RPL19A-GFP strain, flow cytometry, 3 h; stronger effect = lower value; percent response vs DMSO, % at 10 µM; actives 0.3% (n = 330,000); AID 2025;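 active = percent response vs DMSO below 50%; inconclusive = fewer than 70 events counted for the yeast strain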;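 note: median channel GFP fluorescence of the barcoded RPL19A-GFP strain; ratio of sample median GFP to plate DMSO average so 100% = DMSO; lower means less RPL19A-GFP as with rapamycin TOR inhibition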
LAP4-GFP MLPCN = yeast TOR pathway LAP4-GFP modulation. actives 0.34% (n = 320,000). AID 2023. S. cerevisiae LAP4-GFP multiplex, flow cytometry GFP, 3 h; median GFP as percent of DMSO wells. GFP response vs DMSO, % at 10 µM;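 active = GFP response vs DMSO above a set limit, about the screen mean plus 3 SD, cut at about 150% in these data; inconclusive = under 70 cell events counted for the yeast strain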
ZTA DNA inh = ZTA (EBV) inhibition in EBNA-1 counter-screen; actives 0.15% (n = 320,000); P03206; ZTA-DNA binding, fluorescence polarization; inhibition, % at 11 µM; in the data active = inhibition above about 33%
proCasp7 act = counter-screen: procaspase-7 (human) activation; P55210; recombinant procaspase-7, Ac-DEVD-pNA absorbance 405 nm; D23A/D198A/D206A triple mutant, cannot self-cleave; scale: DMSO 0, 5 µM enzyme 100; activation, % at 8.5 µM; actives 0.093% (n = 330,000); AID 463210;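 active = percent activation above the screen-wide mean plus 3 SD, cut at about 25% in these data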
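System: Procaspase-7 triple mutant (PC-7 D3A); measure: % activation from two-timepoint absorbance difference, scaled to controls; times: 1 h compound preincubation, 2 h substrate cleavage, 25 °C; also added: Ac-DEVD-pNA substrate, 400 µM as added; measured by: Epi-absorbance of released pNA at 405 nm, two timepoints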
MEP2 TOR yeast = yeast TOR pathway MEP2-GFP modulation; AID 2016; S. cerevisiae MEP2-GFP strain, flow cytometry GFP, 3 h; 100% = DMSO control level; GFP response vs DMSO, % at 10 µM; actives 0.51% (n = 330,000);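 active = GFP response versus DMSO above a set limit, roughly screen mean plus 3 SD, cut at about 180% in these data; inconclusive = fewer than 70 cells counted for a yeast strain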;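 note: median GFP fluorescence of the barcode-gated MEP2-GFP cells per well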
EBNA-1 inhibitor = blocks EBNA-1 binding to DNA; EBNA-1 DNA binding, fluorescence polarization; AID 1950; inhibition, % at 14.8 µM; actives 0.34% (n = 300,000); in the data active = inhibition above about 28%
procasp3 activ = procaspase-3 (human) activation; recombinant procaspase-3 D3A, Ac-DEVD-pNA absorbance 405 nm; activation, % at 8.5 µM; actives 0.11% (n = 330,000);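 active = activation above the mean of all tested compounds plus 3 SD, cut at about 21% in these data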;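 note: 0% = DMSO alone and 100% = DMSO wells spiked with extra 5 µM PC-3 D3A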
Target sequence (P42574 whole entry D9A/D28A/D175A): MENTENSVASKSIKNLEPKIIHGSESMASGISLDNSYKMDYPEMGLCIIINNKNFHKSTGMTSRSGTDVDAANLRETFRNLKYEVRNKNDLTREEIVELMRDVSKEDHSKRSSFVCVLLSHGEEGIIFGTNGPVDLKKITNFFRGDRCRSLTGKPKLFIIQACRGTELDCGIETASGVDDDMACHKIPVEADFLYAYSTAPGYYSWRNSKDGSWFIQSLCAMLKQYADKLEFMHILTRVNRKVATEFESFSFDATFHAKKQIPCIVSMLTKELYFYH
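Technique: 405 nm absorbance of p-nitroaniline, reads at 0 and 120 min; Test system: Procaspase-3 D3A mutant; Incubation: 1 h enzyme-compound preincubation, then 2 h substrate reaction, 25 °C; Repeats: singlicate, each compound tested once; Benchmarks: low control DMSO wells, high control DMSO plus 5 µM PC-3 D3A.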
* hit, by the source's call; ? = inconclusive; / = no result given. This is a random part of the collection, and some 3.8% of all compounds hit somewhere here.

SMILES	AHR activator	RPL19A TOR yeast	LAP4-GFP MLPCN	ZTA DNA inh	proCasp7 act	MEP2 TOR yeast	EBNA-1 inhibitor	procasp3 activ
CCCC(=O)Nc1nn(CC(C)C)c2nc3cc(C)ccc3cc12	5	94	108	19	-4	97	5	-1
CC(C)n1cnnc1SCC(=O)Nc1cccnc1Cl	6	93	87	/	-2	91	/	8
Cc1c(NC(=S)NC(=O)c2ccc(COc3ccccc3)cc2)cccc1C(=O)O	-3	107	102	6	-3	98	3	5
Cc1cc(C(=O)Nc2ccc(Cl)cc2)c(C)n1-c1ccccc1	-10	102	130	6	-1	103	12	-4
COc1cc(C)ccc1OCCCOc1ccccc1Br	18	103	102	2	5	108	4	9
Cc1cc(C)c(C(=O)COC(=O)c2cc([N+](=O)[O-])ccc2NCCO)cc1C	3	101	101	6	1	99	1	1
COC(=O)CC(c1ccc(C(C)C)cc1)n1cccc1 (stereo not given)	0	91	96	-8	4	88	4	1
CCOc1ccccc1OCC(O)CNC (stereo not given)	-5	97	94	-18	4	98	-9	8
CS(=O)(=O)NCc1ccccc1Br	-1	93	101	-1	11	87	/	3
CCOC(=O)Cc1nnn(CC(=O)OCC)n1	-2	86	86	11	9	90	-1	2
CCn1c(CSc2n[nH]c(N)n2)nc2cc(C(=O)O)ccc21	1	101	125	34*	1	178*	16	7
O=c1c2cn[nH]c2[nH]c(=S)n1-c1ccccc1	5	102	104	-3	-27	104	-7	-5
CCN1CCN(c2ncc(C(=O)Nc3ccccc3C(=O)OC)c3ccccc23)CC1	1	91	86	2	-3	78	0	4
Cc1ccc2nc3c(c(C(=O)OCC(=O)N(C)C4CCS(=O)(=O)C4)c2c1)CCCC3 (stereo not given)	2	101	89	7	16	100	8	2
O=c1c([N+](=O)[O-])c(N2CCCCC2)c2ccccc2n1-c1ccccc1	-1	101	94	3	-1	98	8	0
COc1ccccc1NC(=O)c1c([N+](=O)[O-])c(C(C)(C)C)nn1C	7	98	110	-9	13	101	-3	-10
CN(C)c1ccc(/C=N/NC(=O)Cn2nnc3ccccc32)cc1	10	101	98	11	10	100	9	2
O=[N+]([O-])c1ccc(NCc2ccc3c(c2)OCO3)cc1	7	96	104	-3	4	90	5	-6
CCn1c(=O)c(=O)[nH]c2cc(C(=O)NC3CCCC3)ccc21	2	99	101	9	11	106	-13	2
O=C(COC(=O)c1ccccc1C(=O)N1CCN(c2ccc(F)cc2)CC1)NCc1ccccc1	4	100	95	-6	0	99	-5	8
CCn1c(CNc2ccc(F)cc2)nnc1SCC(=O)N1CCCc2ccccc21	-1	95	95	-20	-3	99	-1	1
O=C(c1ccc(S(=O)(=O)N2CCCCC2)cc1)N1CCN=C1SCc1cccnc1	1	95	93	-9	-6	91	7	-3
CCOC(=O)C1CCN(C(=O)c2cc(COc3ccc(OC)c4ccccc34)on2)CC1	18	97	98	3	-2	101	-2	-2
O=S(=O)(c1ccc(Br)c2ccccc12)N1CCCC1	5	103	92	-11	-5	109	0	-5
CCCOC(=O)C1[C@H]2C(=O)N(C(C)c3ccc(OC)cc3)C[C@]23C=C[C@H]1O3 (stereo not given in full)	1	98	100	7	7	98	7	0
COc1ccc(CC(=O)NCc2ccc3c(c2)cc(C)n3C)cc1OC	3	90	87	15	3	111	4	-7
O=c1c(Cl)c(NCCO)cnn1-c1cccc(Cl)c1	3	92	83	8	8	89	-6	-2
COc1ccc(C(=O)OCn2nnc3ccccc3c2=O)cc1[N+](=O)[O-]	0	94	111	-2	0	102	-2	6
c1ccc2c(c1)nc1n2CCN1	0	100	103	-16	4	97	-3	10
N=c1c(S(=O)(=O)c2ccc(Cl)cc2)cc2c(=O)n3ccccc3nc2n1C1CCCC1	1	102	101	-6	-13	112	-3	-15
COc1ccc(CNC(=O)C2CCN(C(=O)c3cccc(Cl)c3)CC2)cc1	-3	101	105	7	-10	103	1	-2
COc1ccccc1C1NC(=O)NC(C)=C1C(=O)OC1CCCCC1 (stereo not given)	-6	101	99	31	7	105	2	7
CCCC(C)C(=O)Nc1cc([N+](=O)[O-])ccc1F (stereo not given)	33	106	94	5	-9	110	6	6
O=C(COc1ccccc1F)c1ccc(O)cc1O	-3	98	108	-9	5	94	7	4
CCCCN(C(=O)c1ccc2c(c1)OCO2)C1CCS(=O)(=O)C1 (stereo not given)	1	103	99	-15	14	102	4	0
CC1CCN(C(=O)CN2C(=O)c3ccccc3S2(=O)=O)CC1	1	103	100	6	2	103	14	2
CSc1nncn1/N=C/c1ccc([N+](=O)[O-])cc1	0	97	101	-18	-2	95	0	3
CCOC(=O)C1CCN(C(=O)c2ccc(OCC)c(OCC)c2)CC1	3	98	104	15	-2	102	0	0
COc1ccc(C(=O)Nc2ccc(F)cc2F)cc1OC	-2	107	107	-1	7	105	1	8
Cc1cc(C(F)(F)F)nc(NCc2cccnc2)n1	8	94	98	0	4	103	-14	-4

Compound profiles (already shown). Order of values: AHR activator | RPL19A TOR yeast | LAP4-GFP MLPCN | ZTA DNA inh | proCasp7 act | MEP2 TOR yeast | EBNA-1 inhibitor | procasp3 activ
Listed for `O=c1c(Cl)c(NCCO)cnn1-c1cccc(Cl)c1` = 3 | 92 | 83 | 8 | 8 | 89 | -6 | -2
Listed for `CCOC(=O)C1CCN(C(=O)c2cc(COc3ccc(OC)c4ccccc34)on2)CC1` = 18 | 97 | 98 | 3 | -2 | 101 | -2 | -2
Listed for `c1ccc2c(c1)nc1n2CCN1` = 0 | 100 | 103 | -16 | 4 | 97 | -3 | 10
Listed for `CCCOC(=O)C1[C@H]2C(=O)N(C(C)c3ccc(OC)cc3)C[C@]23C=C[C@H]1O3` (stereo not given in full) = 1 | 98 | 100 | 7 | 7 | 98 | 7 | 0

The list goes on.
SMILES	AHR activator	RPL19A TOR yeast	LAP4-GFP MLPCN	ZTA DNA inh	proCasp7 act	MEP2 TOR yeast	EBNA-1 inhibitor	procasp3 activ
O=C(N/N=C\c1ccc(O)c([N+](=O)[O-])c1)c1ccccc1-n1cccc1	36	95	68	15	-4	92	4	2
COc1cc(C2SCC(=O)N2c2c(C)n(C)n(-c3ccccc3)c2=O)ccc1O (stereo not given)	2	102	93	-6	9	103	-5	3
CC(C)c1cccc(C(C)C)c1NC(=O)CCl	1	94	89	-4	1	95	0	6
c1ccc(-c2nn3nnnc3c3ccccc23)cc1	5	99	104	1	6	104	-9	-3
CCC(CC)NC(=O)COn1nnc2ccc(S(=O)(=O)N3CCOCC3)cc21	-1	95	106	-12	9	99	-4	-2
COc1cc(C(=O)NCC(c2ccco2)N2CCc3ccccc32)cc(OC)c1OC (stereo not given)	18	97	97	-3	1	103	-14	5
Cc1ccccc1C(=O)NNC(=O)c1ccc2nc[nH]c2c1	0	99	106	-15	-5	100	-11	4
COc1ccc(OCc2cc(C(=O)N3CCCC(CO)C3)no2)c2ccccc12 (stereo not given)	50*	105	84	9	3	90	1	4
O=C1NCCCC1C(=O)N/N=C/c1cccc(Cl)c1 (stereo not given)	2	96	103	-8	4	99	-9	-5
COc1ccc2nc(SCC(=O)c3ccco3)[nH]c2c1	6	97	98	2	-1	97	5	-7
COc1cc(NC(=O)c2ccccc2)c(OC)cc1NC(=O)Cc1ccc(Br)cc1	5	102	89	8	17	104	36*	14
COc1ccc(CCNC(=O)C2=CCN(S(=O)(=O)c3ccc(F)cc3)CC2)cc1OC	2	97	90	10	-10	103	-6	-7
O=C(CC1C(=O)NC2CCCCC2N1C(=O)c1ccc([N+](=O)[O-])cc1)Nc1ccccc1 (stereo not given)	0	98	106	5	-2	102	-11	-3
COc1ccccc1-n1cnnc1SCC(=O)Nc1cc(C(C)(C)C)nn1-c1ccccc1	2	100	99	-2	5	100	-11	4
Cc1ccc(S(=O)(=O)NCCCOC(=O)Nc2ccncc2)cc1	0	103	103	-14	7	104	-3	0
Cc1cc(S(=O)(=O)N2CCCOC2CNC(=O)C(=O)NCc2ccco2)ccc1F (stereo not given)	0	88	81	-1	-6	86	6	-8
COc1ccc(-c2nnn3c2nc(NCc2ccccc2)c2ccccc23)cc1	43	102	95	4	-9	106	15	2
O=C(CCn1cccc1)Nc1nccs1	1	102	105	-8	1	115	7	-14
COc1ccc(S(=O)(=O)N2CCCCC2)cc1NC(=O)CCNC(=O)c1ccc(Cl)cc1	0	101	94	/	2	105	/	0
CCOc1ccc(S(=O)(=O)N2c3ccccc3CC2C)cc1 (stereo not given)	1	96	114	16	-9	98	5	-3

Overlap with the part before: 3 compounds, then new ones.
SMILES	AHR activator	RPL19A TOR yeast	LAP4-GFP MLPCN	ZTA DNA inh	proCasp7 act	MEP2 TOR yeast	EBNA-1 inhibitor	procasp3 activ
O=C(CCn1cccc1)Nc1nccs1	1	102	105	-8	1	115	7	-14
COc1ccc(S(=O)(=O)N2CCCCC2)cc1NC(=O)CCNC(=O)c1ccc(Cl)cc1	0	101	94	/	2	105	/	0
CCOc1ccc(S(=O)(=O)N2c3ccccc3CC2C)cc1 (stereo not given)	1	96	114	16	-9	98	5	-3
Cc1cc(C)nc(SCC(=O)N2CCOCC2)n1	13	97	100	-6	-1	95	2	-4
CCOc1ccccc1NC(=O)CCCNC(=O)Cn1cnc2sc(C)c(C)c2c1=O	0	103	95	11	3	88	5	9
COCCOC(=O)C1=C(C)NC(=O)NC1c1c(Cl)nc2ccccn2c1=O (stereo not given)	-1	99	92	-4	0	102	-7	3
CCOC(=O)CNC(=O)CN1C(=O)CC(c2ccco2)Sc2ccccc21 (stereo not given)	0	99	98	24	0	104	7	-2
CCOC(=O)c1c(C)c(C(=O)NCc2ccccn2)c(C)n1C	8	/	96	1	8	101	1	-2
CCOC(=O)c1c(NC(=O)COc2ncnc3ccccc23)sc(C)c1C	4	106	95	-10	0	98	-5	3
O=[N+]([O-])c1cccnc1Oc1ccccc1F	1	96	105	-13	5	98	-1	8
O=C(NC1CCCCC1)c1n[nH]c2c1CC(c1ccccc1)CC2 (stereo not given)	18	101	127	7	6	93	14	-5
Cc1ccc(CSCC(=O)Nc2ccc3c(c2)OCO3)cc1	3	98	95	6	7	94	14	-6
O=C(CS(=O)CC(=O)Nc1cnc2ccccc2c1)Nc1ccc(Cl)cc1 (stereo not given)	4	103	101	1	5	100	7	-6
Cc1ccc(-c2nnc(N3CCN(C(=O)COc4ccccc4)CC3)c3ccccc23)cc1	-6	98	98	-13	7	119	-2	2
CCOc1ccc(N(CC(=O)Nc2nccs2)S(=O)(=O)c2c(C)[nH]c(=O)[nH]c2=O)cc1	1	106	97	-18	4	94	-7	7
Cc1ccsc1C(=O)NCCc1ccco1	0	101	97	-11	-14	95	/	-3
COc1ccccc1C(=O)Nc1nnc(SCC(=O)NCC2CCCO2)s1 (stereo not given)	8	100	115	11	-13	107	5	2
Cc1cc(N2CCCC(C(=O)Nc3cccc(Cl)c3)C2)n2ncnc2n1 (stereo not given)	2	85	?	1	0	?	4	3
C/C(=N/NC(=O)CNC(=O)c1cccnc1)c1ccc(Cl)cc1	15	102	97	-5	12	104	12	9
NC(=O)C1CCCN(CC(=O)Nc2ccccc2C(=O)NC2CC2)C1 (stereo not given)	-1	111	106	16	2	102	/	2
C/C(=N\NC(=O)c1ccccc1[N+](=O)[O-])c1c(O)cc(C)oc1=O	5	89	75	9	0	91	7	1
Clc1ccc(-c2nc(-c3cnccn3)no2)cc1	-7	93	98	-8	5	94	1	3
Cc1ccc(-c2ccc(CCC(=O)O)n2-c2ccc(O)cc2)cc1	20	104	112	13	-29	103	0	-7
O=C(CCNS(=O)(=O)c1ccccc1)N1CCN(C(c2ccccc2)c2ccccc2)CC1	1	103	72	6	-2	95	0	7
